Assay outcomes as filed in PubChem.
FECH inh = human FECH heme synthesis enzyme inhibition; P22830; purified FECH, Ni-mesoporphyrin absorbance 550 nm; calls only at 10 µM (by protocol); 20,000 compounds, 3.3% hits;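 active = enzyme reaction rate more than 3 SD below the solvent-only control wells on the same plate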;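 also: lower slope than DMSO wells means FECH inhibition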
Target sequence (P22830 whole entry, looked up): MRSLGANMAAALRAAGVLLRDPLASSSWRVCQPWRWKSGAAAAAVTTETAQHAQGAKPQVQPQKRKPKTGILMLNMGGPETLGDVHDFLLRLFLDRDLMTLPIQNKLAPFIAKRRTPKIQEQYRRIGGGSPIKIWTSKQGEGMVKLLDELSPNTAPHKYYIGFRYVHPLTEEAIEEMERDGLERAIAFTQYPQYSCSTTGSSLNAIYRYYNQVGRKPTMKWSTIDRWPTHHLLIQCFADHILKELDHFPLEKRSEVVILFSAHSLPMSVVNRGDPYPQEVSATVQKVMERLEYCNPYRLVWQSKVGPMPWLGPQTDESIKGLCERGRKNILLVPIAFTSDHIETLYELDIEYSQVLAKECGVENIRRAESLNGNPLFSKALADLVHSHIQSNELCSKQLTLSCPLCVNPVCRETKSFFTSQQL
Calls only; i = inactive; + = active, no number. A portion of the library; rates above refer to the full screens.

canonical_smiles | FECH inh
CCN(Cc1ccccc1F)C(=O)c1c[nH]c(=O)[nH]1 | i
COc1ccc(-c2ccc(=O)[nH]n2)cc1S(=O)(=O)Nc1cc(C)c(Br)cc1C | i
O=C(NCCCc1ccccc1)c1ccc(Nc2cc(-c3ccccc3)ncn2)cc1 | i
CCc1c(C)nc2ncnn2c1Sc1ccc(NC(=O)Nc2cccc(Cl)c2)cc1 | i
Cc1cc(C)c(S(=O)(=O)NCCn2c(-c3ccc(F)cc3)nc3cccnc32)c(C)c1 | i
Cc1nn(C)c(C)c1-c1ccnc(NCc2ccc3c(c2)OCO3)n1 | i
COc1cc(C)ccc1NC(=O)Cc1csc(NC(=O)Nc2cccc(Cl)c2)n1 | i
CCc1c(C)cc(C(=O)N(C)Cc2ccsc2)c(=O)n1C | i
Cc1cc(C)n2nc(CN(c3ccc(F)cc3)S(C)(=O)=O)nc2n1 | i
Cc1occc1C(=O)N1CCNCC1C(=O)NCc1ccccn1 (stereo not given) | i
Cc1onc(-c2c(Cl)cccc2Cl)c1CN1CCOC(C(F)(F)F)C1 (stereo not given) | i
Cc1ccc2nc(CN(C)C(=O)c3cc(CC(C)C)on3)[nH]c2c1 | i
O=C(O)c1cc(-c2ccoc2)cc(S(=O)(=O)N2CCCC2)c1 | i
CN1CCN(C2CCN(C(=O)c3ccccc3)CC2)CC1C(=O)O (stereo not given) | i
Cc1ccccc1NS(=O)(=O)c1cc(N2C(=O)CCS2(=O)=O)ccc1C | +
CCOc1ccc(Cn2c(CNS(=O)(=O)c3ccc(F)c(Cl)c3)nc3cccnc32)cc1 | i
Cc1c(C(=O)N2CCOC(C(F)(F)F)C2)cnc2cc(=O)[nH]n12 (stereo not given) | i
c1cn(-c2ccc3cc[nH]c3c2)cn1 | i
COc1cccc(-c2cc(=O)[nH]c(SCc3nc(-c4cccc(Cl)c4)oc3C)n2)c1 | i
CCOc1ccc(N2CC(NC(=O)C3CCCC3)CC2=O)cc1 (stereo not given) | i

Following part
canonical_smiles | FECH inh
O=C(C(=O)N1CCc2c(nc(-c3ccccn3)[nH]c2=O)C1)c1ccccc1 | i
CCn1c(CN2CCCn3nc(C(=O)OC)cc3C2)nc2ccccc21 | i
Cc1cccc(C(=O)N(Cc2nc3nc(C)cc(C)n3n2)c2cccc(Cl)c2)c1 | i
CCCNc1cc(C(C)C)nc2nc(-c3cccnc3)nn12 | i
Cc1csc(Cn2nc(CC3CCNCC3)n(-c3ccccc3)c2=O)n1 | i
Cc1ccsc1CN(CCN(C)C)Cc1cccc2cnccc12 | i
CC(=O)N[C@H]1C[C@@H](c2cccc3cnccc23)O[C@@H](C2CCCCC2)C1 | i
CCOc1ccc(CC(=O)N2CCN(S(=O)(=O)c3cc4c5c(c3)CCN5C(=O)CC4)CC2)cc1 | i
Cc1c(C(=O)NC2CC(=O)N(CCc3ccccc3)C2)n(C)c2c(C)cccc12 (stereo not given) | i
CCOC(=O)c1ccccc1NC(=O)NCCc1nc2cccnc2n1-c1ccccc1 | i
CC(C)N(CCC(N)=O)Cc1ccnc2ccccc12 | i
CCN1CCN(Cc2cc(C(=O)N(C)CC3CCCCO3)no2)CC1 (stereo not given) | i
Cc1cc(Sc2ccc(NC(=O)Nc3ccc(Cl)cc3)cc2)n2nc(C)nc2n1 | i
OCCN1CCN(c2nc(Nc3cccc(F)c3)c3cnn(-c4ccccc4)c3n2)CC1 | i
COC(=O)C1CCN(S(=O)(=O)c2ccc(N3C(=O)CCS3(=O)=O)cc2)CC1 | i
COc1ccccc1-n1cc(C2CC(=O)Nc3[nH]ncc32)cn1 (stereo not given) | i
COc1ccc(N2CC(NC(=O)c3cc4ccccc4o3)CC2=O)cc1 (stereo not given) | i
COc1ccc(CNC(=O)c2cc3n(n2)CC(C)(C(=O)NCc2ccc(C)cc2)N(C)C3=O)cc1OC (stereo not given) | i
CCOc1ccc(S(=O)(=O)NCc2nc3cccnc3n2Cc2ccc(CC)cc2)cc1 | i
CCCc1ccc(S(=O)(=O)NCCn2c(-c3ccc(F)cc3)nc3cccnc32)cc1 | i

Next section (four carried over from the part before).
canonical_smiles | FECH inh
COc1ccc(N2CC(NC(=O)c3cc4ccccc4o3)CC2=O)cc1 (stereo not given) | i
COc1ccc(CNC(=O)c2cc3n(n2)CC(C)(C(=O)NCc2ccc(C)cc2)N(C)C3=O)cc1OC (stereo not given) | i
CCOc1ccc(S(=O)(=O)NCc2nc3cccnc3n2Cc2ccc(CC)cc2)cc1 | i
CCCc1ccc(S(=O)(=O)NCCn2c(-c3ccc(F)cc3)nc3cccnc32)cc1 | i
O=C(c1cnc(CN2CCCC2)s1)N1C[C@@H]2[C@@H]3CC[C@@H](C3)[C@@H]2C1 | i
CC(c1cccc(-c2ccc3nc[nH]c3c2)c1)N(C)C (stereo not given) | i
CCc1c(C)nc2ncnn2c1Sc1ccc(NS(=O)(=O)c2ccc(F)cc2)cc1 | i
COc1cc2[nH]c(=O)c(CN3CCNC(=O)C3C)cc2c(OC)c1OC (stereo not given) | i
COc1ccc(C2C=C(c3ccccc3)Nc3nc(NC(=O)CCC(=O)O)nn32)cc1 (stereo not given) | i
O=S(=O)(c1cccc(C(F)(F)F)c1)N1CC(c2ccncc2)C1 | i
Cc1nn(C)c(C)c1C(=O)NCc1cccnc1N(C)CCc1ccccn1 | i
COC(=O)CNS(=O)(=O)c1cc(N2C(=O)CCS2(=O)=O)ccc1C | i
CCCCOc1ccc(C(=O)Nc2ccc(Nc3nc(C)cc(N(C)C)n3)cc2)cc1 | i
CC1Cc2cc(-n3cnnc3)ccc2O1 (stereo not given) | i
Cc1cc(NC(=O)CCC2CCCCC2)n(-c2ncnc3c2cnn3-c2ccc(F)cc2)n1 | i
CCc1c(C)nc2ncnn2c1Sc1ccc(NC(=O)C(C)(C)C)cc1 | i
CC(=O)Nc1ccc(Cl)c(C(=O)NCCC2=CC[C@H]3C[C@@H]2C3(C)C)c1 | i
Cc1cccc(-c2cc(N3CCN(S(=O)(=O)c4c(C)noc4C)CC3)ncn2)c1 | i
O=C(NCc1ccccc1)c1ccc(CN2CC(=O)N3CSCC3C2=O)cc1 (stereo not given) | i
Cc1nc(C(C)N(C)C(=O)c2ncn[nH]2)c(C)s1 (stereo not given) | i
Cc1ccccc1-c1ncc(CN2CCN(CC3CCCO3)CC2)s1 (stereo not given) | i
CS(=O)(=O)c1ccc2nc(NC(=O)c3ccc(=O)n(Cc4c(F)cccc4Cl)c3)sc2c1 | i
COc1cccc(C(=O)NCCC(=O)N2[C@@H]3CC[C@H]2CN(C)C(=O)C3)c1 | i
CN(Cc1ncc[nH]1)C(=O)Cn1nnc(-c2ccccc2)n1 | i

By substructure: the compounds so far with a Cl atom
canonical_smiles | FECH inh
CCc1c(C)nc2ncnn2c1Sc1ccc(NC(=O)Nc2cccc(Cl)c2)cc1 | i
COc1cc(C)ccc1NC(=O)Cc1csc(NC(=O)Nc2cccc(Cl)c2)n1 | i
Cc1onc(-c2c(Cl)cccc2Cl)c1CN1CCOC(C(F)(F)F)C1 (stereo not given) | i
CCOc1ccc(Cn2c(CNS(=O)(=O)c3ccc(F)c(Cl)c3)nc3cccnc32)cc1 | i
COc1cccc(-c2cc(=O)[nH]c(SCc3nc(-c4cccc(Cl)c4)oc3C)n2)c1 | i
Cc1cccc(C(=O)N(Cc2nc3nc(C)cc(C)n3n2)c2cccc(Cl)c2)c1 | i
Cc1cc(Sc2ccc(NC(=O)Nc3ccc(Cl)cc3)cc2)n2nc(C)nc2n1 | i
CC(=O)Nc1ccc(Cl)c(C(=O)NCCC2=CC[C@H]3C[C@@H]2C3(C)C)c1 | i
CS(=O)(=O)c1ccc2nc(NC(=O)c3ccc(=O)n(Cc4c(F)cccc4Cl)c3)sc2c1 | i

Continued.
canonical_smiles | FECH inh
Cc1cccc(CN2CC=C(C(=O)Nc3ccc(C)c(C)c3)CC2)c1 | i
O=C(c1csc(S(=O)(=O)NC2CCCC2)c1)N1CCCC1 | i
CCC(Oc1ccccc1)C(=O)Nc1ccc(C)c(OCc2cc(=O)n3cccc(C)c3n2)c1 (stereo not given) | i
CN1C(=O)c2cc(C(=O)N3CCN(Cc4ccccc4)CC3)nn2CC1(C)C(=O)NCc1ccc(F)cc1 (stereo not given) | i
CCN(CCN(C)C)c1ncc(NS(=O)(=O)c2ccc(C)cc2C)cc1C(=O)O | i
CCCCOc1ccc(C(=O)Nc2cc(C)nn2-c2ncnc3c2cnn3-c2cccc(C)c2C)cc1 | i
COc1ccc(-c2ncc3c(=O)n(Cc4nc(-c5ccccc5OC)oc4C)c(=O)n(C)c3n2)cc1 | i
COc1ccc(Nc2cc(C)nc(N3CCN(S(=O)(=O)c4ccccc4F)CC3)n2)cc1 | i
OC1C[C@H]2CC[C@@H](C1)N2c1ncnc2[nH]ccc12 (stereo not given in full) | i
O=c1c2ccccc2ncn1CCc1n[nH]c(CCc2ccccc2)n1 | i
COCCNC(=O)C1(C)Cn2c(cc3ccsc32)C(=O)N1c1ccc(OC)c(OC)c1 (stereo not given) | i
COc1ccc(NC(=O)CN2CCCN(Cc3ccccc3)S2(=O)=O)cc1 | i
Cn1ccnc1NC(=O)c1ccc(CN2CCC(Oc3ncccn3)CC2)cc1 | i
CCCc1c(C)nc2ncnn2c1Sc1ccc(NC(=O)Nc2ccc(C)cc2)cc1 | i
CCOc1ccc(N(Cc2nc3nc(C)cc(C)n3n2)C(=O)c2ccccc2)cc1 | i
CN(C)c1nccnc1N1CCC(N2CCCC(C(=O)N3CCCC3)C2)CC1 (stereo not given) | i
COc1cc2[nH]c(=O)[nH]c2cc1-n1cnnc1 | i
Cc1nc(CNC2CCN(Cc3ccccc3)CC2)nc2c1CCCC2 | i
O=C(CCC(=O)N1CCc2cc(S(=O)(=O)Nc3ccccc3)ccc21)N1CCOCC1 | i
CN1CCC(CNC(=O)c2ccc3c4c([nH]c3c2)CCCC4)C1 (stereo not given) | i

(list continues)
canonical_smiles | FECH inh
CSc1nc(-c2ccccc2)c(C#N)c(N2CCC(C(N)=O)CC2)n1 | i
c1cc(-n2cnnc2)cc(-n2cnc3ccccc32)c1 | i
O=C(NC1CC(=O)N(c2ccccc2)C1)c1cc2ccccc2o1 (stereo not given) | i
CCOc1ccc2nc(NC(=O)CCCc3nc4cccnc4n3Cc3ccc(F)cc3)sc2c1 | i
CC(C)CN1CCC(CNC(=O)c2ccc(N3CCOC(C)(C)C3)nc2)C1 (stereo not given) | i
COc1ccc(S(=O)(=O)NCc2nc3cccnc3n2Cc2ccccc2OC)cc1 | i
CC(Cc1ccsc1)Nc1ncnc2sccc12 (stereo not given) | i
Cc1ncc(CN2CCCC(CCNC(=O)c3cncs3)C2)[nH]1 (stereo not given) | i
COc1ncccc1-c1cnc2n[nH]nc2c1 | i
Cc1cc2c(cc1O)NC(=O)CC2c1nc(-c2ccc(Cl)cc2)no1 (stereo not given) | i
CCOc1ccc(Nc2cc(-c3ccc(C)cc3)nc(C)n2)cc1 | i
COc1ccc(CN(Cc2cccc(C)c2)C(=O)C2CCOCC2)cc1 | i
Cn1c(=O)n(Cc2ccccn2)c(=O)c2cnc(-c3ccncc3)nc21 | i
O=C(NC1CC(=O)N(C2Cc3ccccc3C2)C1)c1n[nH]c2ccccc12 (stereo not given) | i
Cc1c(C(=O)NCc2cccnc2N2CCOCC2)n(C)c2c(C)cccc12 | i
Cc1ccc2nc(CN(C)C(=O)C3CCCN(C4CCN(C)CC4)C3)[nH]c2c1 (stereo not given) | i
Cc1cc(NC(=O)c2ccc(C(F)(F)F)cc2)n(-c2ncnc3c2cnn3-c2ccccc2)n1 | i
CC(COc1ccccc1)NC1CCN(C(=O)c2ccco2)CC1 (stereo not given) | i
Cc1nnc(SCC(=O)NCCNc2cccnc2)s1 | i
CCS(=O)(=O)N1CCN(Cc2nc3cccnc3n2-c2ccc(C)cc2)CC1 | i

The listing continues.
canonical_smiles | FECH inh
CCc1nc(OCC(=O)NCc2cccc(Br)c2)c2c(-c3ccc(F)cc3)noc2n1 | i
Cc1cc(C)cc(Nc2nc(NC3CCCC3)nc3c2cnn3-c2ccccc2)c1 | i
Cc1nc(CNC(=O)c2ccc(Cn3ccnc3)o2)nc2c1CCCC2 | i
CC(C)c1nc(N2CCN(Cc3ccc(-n4ccnc4)cc3)CC2)no1 | i
CC(=O)OCc1c(C)cc(C)c(CN(C)C(C)c2ccon2)c1C (stereo not given) | i
CC(C)C(NC(=O)c1ccccc1C(F)(F)F)C1=CCCN(C)C1 (stereo not given) | i
COc1ccc(CN2CCCN(CC(=O)Nc3ccc(OC)c(Cl)c3)S2(=O)=O)cc1 | i
COCCCNc1nc(Nc2cccc(F)c2)c2cnn(-c3ccccc3)c2n1 | i
CC(=O)Nc1ccccc1SCC(=O)N1CCn2cccc2C1C (stereo not given) | +
COc1ccc(-c2nc(CN(C)Cc3cnc(N)nc3)c(C)o2)c(C)c1C | i
Cn1nc(-c2ccccc2)cc1NC(=O)Cn1cnc(Cl)c1Cl | i
CCc1cc(Sc2ccccc2NC(=O)c2ccccc2)n2ncnc2n1 | i
CCN1CCN(CCCNC(=O)c2cccn2-c2nnc(N3CCCCC3)s2)CC1 | i
O=C(Cc1ccc(F)cc1)NCC1=CCCN(Cc2cnc[nH]2)C1 | i
COc1ccccc1C(=O)Nc1cccc(OCc2cc(=O)n3ccc(C)cc3n2)c1 | +
O=S1(=O)N(Cc2ccccc2F)CCN1Cc1ccccc1Cl | i
Cc1cc(Nc2ccc(OC(=O)c3ccc(Cl)cc3)cc2)n2nc(-c3cccnc3)nc2n1 | i
CCOCCCNc1nc(Nc2ccc(OC)cc2)c2cnn(-c3ccccc3)c2n1 | i
CCCc1cc(C(=O)NC2CCC(n3cnnc3)CC2)ccn1 (stereo not given) | i
CC(NC1CSCCSC1)c1nc(-c2ccccn2)no1 (stereo not given) | i

Remaining list, next part
canonical_smiles | FECH inh
O=C(O)CCC(=O)Nc1nc2n(n1)C(c1ccc(Cl)cc1)C=C(c1ccc(Cl)cc1)N2 (stereo not given) | i
O=C(Nc1cccc(OCc2cc(=O)n3cc(Cl)ccc3n2)c1)C1CCCCC1 | i
CCCCC1C=CCN1C(=O)c1ccnc(C(C)C)n1 (stereo not given) | i
CCN(CC)C1=NC2(CCN(C(=O)C3CCCCCN3C)CC2)C(=O)N1 (stereo not given) | i
